Anesthetic bind = qHTS Assay for Identification of Novel General Anesthetics; apoferritin/1-aminoanthracene competitive binding, fluorescence; Potency, µM (doses to about 77.5 µM), for the others: at the top dose activity change, negative = displacement, actives largely listed as inhibitors; 0.074% of 350,000 active; further: potency means the concentration at half of the fitted maximal effect; on the % scale 0 is the no-effect control and ±100 the full control effect; nearly all actives have a fitted effect of over 20% in size
Target sequence (P02791 2-175 limits assumed): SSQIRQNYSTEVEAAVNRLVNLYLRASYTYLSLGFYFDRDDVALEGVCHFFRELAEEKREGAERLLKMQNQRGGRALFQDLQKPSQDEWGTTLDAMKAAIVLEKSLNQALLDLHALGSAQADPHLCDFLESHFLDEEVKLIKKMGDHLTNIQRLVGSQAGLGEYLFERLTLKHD
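Probe: 1-aminoanthracene (50% saturated, PBS). Protein: horse-spleen apoferritin, 10 uM. Incubation: 10 min, room temperature. Detection: 380 nm excitation, 535 nm emission. Analysis: normalized response, four-parameter Hill.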
TRHR ag = qHTS for Small Molecule Agonists and Allosteric Enhancers of Human TRH Receptor: Primary Screen for Agonists; Thyrotropin-releasing hormone receptor (Homo sapiens), P34981; TRHR cells, calcium flux fluo-8, FDSS agonist mode; activation, % at 2 µM; 0.18% of 360,000 active; in the data active means activation above about 30%; further: 0% is about no effect
Target sequence (P34981 whole entry, looked up): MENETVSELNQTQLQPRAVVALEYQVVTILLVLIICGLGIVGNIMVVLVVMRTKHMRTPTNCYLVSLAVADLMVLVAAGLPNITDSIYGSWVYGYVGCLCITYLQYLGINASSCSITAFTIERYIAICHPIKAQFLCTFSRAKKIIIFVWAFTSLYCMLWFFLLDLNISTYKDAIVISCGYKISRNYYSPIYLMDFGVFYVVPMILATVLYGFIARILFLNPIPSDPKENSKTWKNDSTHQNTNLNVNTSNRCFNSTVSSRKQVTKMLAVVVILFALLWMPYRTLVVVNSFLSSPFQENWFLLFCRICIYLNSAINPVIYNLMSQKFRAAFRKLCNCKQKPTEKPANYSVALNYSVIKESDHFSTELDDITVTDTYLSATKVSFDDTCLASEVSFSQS
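Agonist-mode FDSS calcium read (Ex 480/Em 530, 1 s cycles) in 1536-well TRHR cells with fluo-8 dye, after 10-cycle baseline and 23 nL compound addition; TRH at EC20 (10 nM final) added afterwards for the enhancer phase.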
D1 potentiator = Potentiators of Human D1 Dopamine Receptor: qHTS. HEK293 TREx D1 cells, calcium flux, dopamine EC20 potentiation. potentiation, % at 10 µM. 0.036% of 360,000 active; in the data active means potentiation above about 30%; further: 0% is about no effect
D2 potentiator = HTS Assay for Positive Allosteric Modulators of the Human D2 Dopamine Receptor: Primary Screen for Potentiators. potentiation, % at 10 µM. HEK293 T-REx D2, calcium flux, EC20 dopamine potentiation. 0.34% of 340,000 active. D(2) dopamine receptor (Homo sapiens), P14416. AID 485347, 2010;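 active means potentiation over 3 SD above the plate norm, cut at about 30% in these data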; further: 0% is about no effect
Target sequence (P14416 whole entry, looked up): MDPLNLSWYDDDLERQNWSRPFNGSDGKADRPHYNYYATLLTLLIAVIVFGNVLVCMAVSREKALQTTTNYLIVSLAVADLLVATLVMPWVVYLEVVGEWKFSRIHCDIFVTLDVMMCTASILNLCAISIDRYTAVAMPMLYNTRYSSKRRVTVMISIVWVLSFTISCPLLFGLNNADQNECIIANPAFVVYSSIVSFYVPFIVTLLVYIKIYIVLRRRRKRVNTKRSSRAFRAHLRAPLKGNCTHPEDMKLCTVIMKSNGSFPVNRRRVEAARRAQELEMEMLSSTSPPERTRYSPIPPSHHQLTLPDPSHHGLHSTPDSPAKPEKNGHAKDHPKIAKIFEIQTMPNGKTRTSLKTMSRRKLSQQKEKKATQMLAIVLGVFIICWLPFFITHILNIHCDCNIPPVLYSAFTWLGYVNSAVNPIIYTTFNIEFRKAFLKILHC
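Potentiation of an EC20 dopamine calcium response measured kinetically over 180 s, after a preceding 180 s compound-only read flagging agonists. Cells: inducible Hek293 Trex D2 line, 4000/well, cultured overnight at 30 C before dye loading.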
RXFP1 antagonist = qHTS Assay for Antagonists of the Relaxin Receptor RXFP1. HEK293-RXFP1, relaxin-stimulated cAMP HTRF, 30 min; hits give low values. Relaxin receptor 1 (Homo sapiens), Q9HBX9. activity change, negative = inhibition, % at 57.5 µM. AID 1259400, 2018. 0.59% of 350,000 active;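 active means activity change of -60% or lower, but not beyond a set lower limit; inconclusive means change between -60% and -40%, or beyond the set limit; inactive means change above -40%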; further: on the % scale 0 is the no-effect control and ±100 the full control effect
TRHR enhancer = qHTS for Small Molecule Agonists and Allosteric Enhancers of Human TRH Receptor: Primary Screen for Enhancers | Thyrotropin-releasing hormone receptor (Homo sapiens), P34981 | TRHR cells, fluo-8 calcium fluorescence, EC20 TRH enhancement | enhancement, % at 2 µM | 0.66% of 360,000 active | AID 493056, 2011; in the data active means enhancement above about 30%; further: 0% is about no effect
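TRHR-expressing cells loaded with fluo-8 calcium dye were read kinetically (ex 480/em 530) during compound addition, then stimulated with an EC20 of TRH (10 nM final). Enhancement of the Gq-mediated intracellular calcium response was scored.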
D1 antag = Antagonist of Human D 1 Dopamine Receptor: qHTS. D(1A) dopamine receptor (Homo sapiens), P21728. HEK293 TREx D1 cells, calcium flux, dopamine EC80; hits give low values. activity change, negative = inhibition, % at 10 µM. 3.2% of 360,000 active. AID 504652, 2011; in the data active means activity change below about -30%; further: on the % scale 0 is the no-effect control and ±100 the full control effect
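Tetracycline-induced HEK293 Trex D1 cells, force-coupled to calcium, dye-loaded; compounds added and read 180 s, then EC80 dopamine added and calcium flux tracked kinetically another 180 s.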
RXFP1 agonist = qHTS Assay for Agonists of the Relaxin Receptor RXFP1; Relaxin receptor 1 (Homo sapiens), Q9HBX9; Potency, µM (titrated, usually from 57.5 µM), without a hit: at the highest dose activation, usual class: activators; 0.3% of 370,000 active; AID 2676, 2010; HEK293T-RXFP1 cAMP TR-FRET, 30 min; response scale: percent of porcine relaxin response, buffer zero; further: potency means the concentration at half of the fitted maximal effect; on the % scale 0 is the no-effect control and ±100 the full control effect; nearly all actives have a fitted effect of over 60% in size; many of its hits are not listed in these tables
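cAMP rise read by TR-FRET after 30 min, 37C compound exposure (up to 58 uM) in RXFP1-transfected HEK293 cells with Ro 20174 present. EC50 from Hill-equation fits, with 29 nM porcine relaxin as 100% and buffer as basal.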
D1 ag = Allosteric Agonists of the Human D1 Dopamine Receptor: qHTS; HEK293 T-REx D1 cells, calcium flux, agonist mode; AID 504660, 2011; activation, % at 2 µM; 1% of 360,000 active; in the data active means activation above about 30%; further: 0% is about no effect
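Inducible HEK293 T-REx D1 cells, force-coupled to calcium signalling, were plated at 4000 cells/well with tetracycline and held overnight at 30 C. After no-wash calcium dye loading, compound-evoked calcium rise over 180 s flagged agonists.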
* marks the source's active call; other numbers are inactive results; u = inconclusive; x = no result given; & = joins results of further samples; [ ] = remark or other dose. Unless noted, the call rests on the fitted dose curve; in most records, active means well fitted curve in the direction sought with a large enough effect; inconclusive means small, poorly fitted or top-dose-only effect, or another doubt; inactive means no such curve, though single readings can be large; an effect the other way counts as inactive or inconclusive.

No.	smiles	RXFP1 antagonist	Anesthetic bind	TRHR enhancer	D2 potentiator	RXFP1 agonist	TRHR ag	D1 ag	D1 potentiator	D1 antag
1	CCCCCOc1c(Cl)cc(C(=O)N(Cc2ccc(C)o2)C2CCS(=O)(=O)C2)cc1Cl (configuration not stated)	x	2%	27	6	0.1%	-1.5	30*	-2	14
2	COc1ccc(CN2C(=O)c3ccccc3C2C(=O)NCCc2ccccc2)c(OC)c1 (configuration not stated)	-15&3	-16%&-17%	-5&-3	11&-2	0.3%&3.6%	-0.6&-1.8	2&0	6&0	7&-9
3	Cc1ccc(C(C)C)c(OCC(=O)Nc2nc3c(s2)CCCC3)c1	-85*	40%[activator]	2	-3	-1.4%	0.7	2	6	15
4	COc1cccc(NC(=O)CSCC(=O)O)c1	-12	-4%	8	6	1.6%	0.3	0	2	3
5	O=C(Nc1ccc(-c2nc3ccccc3[nH]2)cc1)c1ccco1	-5	12%	-12	-1	0.1%	0.3	1	-16	-46*
6	O=C(NC1CCCCC1)C1CN(S(=O)(=O)c2ccccc2)CCN1S(=O)(=O)c1ccccc1 (configuration not stated)	1	-6%	-7	-7	0.2%	0.1	1	8	7
7	Cc1ccc(-n2sc3ccccc3c2=O)cc1S(=O)(=O)N1CCCCC1	x	-2%	-4	3	2.8%	1.1	15	-2	4
8	CCCNC(=O)COc1ccc2c(=O)c(Oc3ccccc3F)coc2c1	0	-11%	3	-3	-1.0%	-1.3	7	-8	-25
9	O=C(O)c1ccccc1C(=O)NC1Cc2ccccc2C1	14	-4%	-5	-11	3.1%	0.5	5	-2	5
10	COC(=O)c1ccc(-c2ccco2)n1Cc1nc(-c2ccc(OC)c(OC)c2)oc1C	-8	-8%	-9	14	0.4%	1.0	5	6	7
11	CCOC(=O)N1CCN(C(=O)c2cc(COc3ccc4ncccc4c3)on2)CC1	1	0%	-2	10	-1.1%	0.3	12	-7	-10
12	CN(CC(=O)Nc1cccc(F)c1)C(=O)CCCc1cccs1	-6	-13%	8	1	0.9%	0.6	2	3	4
13	COc1ccc(Br)cc1CNC(=O)Cc1cccs1	-8	-4%	-8	-11	2.3%	-0.5	3	-4	-1
14	C=CCn1cnc2c(c1=O)c1nc3ccccc3nc1n2/N=C/c1cccc(OC)c1	2	-1%	-5	1	0.1%	-1.4	1	-7	14
15	COc1cc(/C=N/NC(=O)c2ccc(CN3C(=O)c4cccc5cccc3c45)cc2)cc(OC)c1O	2	-4%	1	13	5.7%	-0.2	3	-1	5
16	COc1cc([N+](=O)[O-])ccc1NC(=O)NCc1cccnc1	-8	u	27	2	0.9%	1.0	0	-2	-3
17	COc1ccccc1N1CCN(C(C)C(=O)Nc2ccc(S(=O)(=O)N3CCOCC3)cc2)CC1 (configuration not stated)	-6	-6%	-4	-4	2.0%	0.2	2	-5	2
18	O=c1[nH]nc(N/N=C/c2ccc(Cl)cc2Cl)c(=O)[nH]1	1	0%	-5	-3	-0.1%	-0.3	0	-4	-13
19	COc1ccc(NC(=O)c2cc(CN3CCCC3)on2)cc1Cl	-22	-5%	-1	8	0.6%	0.2	4	-5	-14
20	Cc1cc(C)n(-c2ccc(NC(=O)C3CCN(Cc4cc(C)c(C)o4)CC3)cc2)n1	-12	u	7	0	-3.6%	0.2	4	2	7

3 records picked at random from those above, as already listed:
No.	smiles	RXFP1 antagonist	Anesthetic bind	TRHR enhancer	D2 potentiator	RXFP1 agonist	TRHR ag	D1 ag	D1 potentiator	D1 antag
15	COc1cc(/C=N/NC(=O)c2ccc(CN3C(=O)c4cccc5cccc3c45)cc2)cc(OC)c1O	2	-4%	1	13	5.7%	-0.2	3	-1	5
18	O=c1[nH]nc(N/N=C/c2ccc(Cl)cc2Cl)c(=O)[nH]1	1	0%	-5	-3	-0.1%	-0.3	0	-4	-13
4	COc1cccc(NC(=O)CSCC(=O)O)c1	-12	-4%	8	6	1.6%	0.3	0	2	3

The listing continues:
No.	smiles	RXFP1 antagonist	Anesthetic bind	TRHR enhancer	D2 potentiator	RXFP1 agonist	TRHR ag	D1 ag	D1 potentiator	D1 antag
21	CC(C)(C)NC(=O)CSc1nc(-c2ccc(F)cc2)cs1	-19	-18%	-2	-7	-1.2%	-1.8	2	0	3
22	Cc1nc2ccccc2c(=O)n1NC(=O)C1CCCCC1	-20	-6%	-2	3	2.3%	-0.3	-1	4	2
23	Cc1ccc2c(c1)CCCN2C(=O)CSc1ccccc1	-9	u	-4	-4	3.2%	-0.5	2	-8	-26
24	COc1cc(CN2CCCCC2)ccc1OCc1ccccc1	11	-18%	0	-14	1.6%	2.0	9	-7	1
25	O=C(CN1C(=O)NC2(CCCC2)C1=O)Oc1ccc2ccc(=O)oc2c1	6	x	-1	5	12%	-2.6	4	-3	-20
26	CCOC(=O)N1CCN(C(=O)c2ccc3c(c2)sc2nc(-c4ccc(OC)cc4)cn23)CC1	0	-7%	-2	-9	0.4%	-0.1	1	-5	-9
27	C=CCOc1ccc(Br)cc1/C=C1/SC(=Nc2ccc(C(=O)O)cc2)NC1=O	-8	-2%	-4	12	0.8%	-0.2	-2	3	17
28	CCCN1CCC(NC(=S)Nc2ccc(S(N)(=O)=O)cc2)CC1	-9	-7%	1	12	3.3%	0.4	1	0	-7
29	CC1CC(=O)c2cnc(Nc3cccc(C(F)(F)F)c3)nc2C1 (configuration not stated)	-7	u	12	11	1.9%	-0.3	4	-5	-5
30	Cc1cc2nnc(SCC(=O)NCC(c3ccccc3)N(C)C)n2c2ccccc12 (configuration not stated)	-7	-14%	-4	9	3.6%	-0.6	2	3	31
31	COc1ccc(OC)c(NC(=O)C2CCCN2C(=O)NC2CCCCC2)c1 (configuration not stated)	1	-6%	6	-5	0.1%	-1.5	0	-13	-19
32	COc1ccccc1NC(C)C(=O)Nc1ccc(C(C)=O)cc1 (configuration not stated)	-3	-11%	8	-1	-1.0%	0.0	6	-1	-11
33	CC1CN(C(=O)c2cc(S(=O)(=O)N3CCN(c4ccccc4)CC3)ccc2Cl)CC(C)O1 (configuration not stated)	-12	x	-1	-1	0.2%	-1.9	1	2	1
34	Oc1ccc(Cl)cc1/C=C/c1ccc2cccc(O)c2n1	5	-19%	1	0	2.5%	0.5	8	-8	-3
35	COc1cccc(C(=O)NCC(c2ccc(N(C)C)cc2)N2CCOCC2)c1OC (configuration not stated)	-5	-20%	7	10	1.3%	-1.6	0	0	-8
36	Cc1ccc2c(CC(=O)Nc3ccc(N4CCN(C)CC4)cc3C)coc2c1	2	u	-4	-9	-0.9%	0.8	10	-10	-28
37	CNC(C)C(=O)NC(C(=O)N1CCCC1C(=O)Nc1ccc2ncccc2c1)C(C)C (configuration not stated)	x	x	2	-10	-0.6%	0.9	3	-1	-5
38	CCn1nnnc1-c1ccc(OC)c(S(=O)(=O)Nc2ccc(C)c(C)c2)c1	2	-12%	3	-2	0.4%	-0.6	4	1	0
39	Cc1ccc(C(=O)N2CCN(c3ccc(NC(=O)c4cc(C)cc(C)c4)cc3)CC2)cc1	-8	-4%	1	x	-2.1%	0.2	-1	1	21
40	O=C(Nc1cccc(-c2nnc(-c3ccccc3)o2)c1)C1CCCO1 (configuration not stated)	2	-7%	2	34*	0.1%	-0.4	3	1	-9
41	NC(=O)[C@@H]1CCCN1C(=O)c1ccc2oc(CCc3ccccc3)nc2c1	-10	-2%	2	5	-0.1%	0.8	2	0	0
42	O=C(Cn1c(-c2cccs2)cc2cc(F)ccc21)NCCCN1CCN(c2ccccc2F)CC1	-33	46%[activator]	3	-24	0.4%	0.8	3	-6	-14
43	N/C(=N/O)c1cccn1Cc1ccccc1[N+](=O)[O-]	0	u	-2	-3	3.3%	0.3	4	0	6
44	CCOC(=O)Nc1ccc(C(=O)/C=C/c2ccccc2)cc1	-28	0%	-9	5	-0.2%	-1.8	21	-1	-4
45	CCOc1ccc2[nH]c(C)c(CN3CCCCC3)c(=O)c2c1	-2	-6%	-4	2	2.7%	-0.1	1	1	-11
46	CCCCn1c(N)c(N(CC(C)C)C(=O)CSCc2cccc(C)c2)c(=O)[nH]c1=O	11	x	1	12	-2.0%	-1.9	3	2	-7
47	COc1cc(/C=C(/C#N)c2nc3ccccc3[nH]2)ccc1OCc1ccc(C(=O)O)o1	-3	24%	7	2	1.7%	-1.1	6	-4	-10
48	O=C(CCCN1C(=O)/C(=C/c2ccccc2)SC1=S)Nc1cccc(O)c1	-9	u	-1	0	-1.6%	0.2	8	-2	-1
49	Cc1ccc(NC(=O)CCC(=O)NNC(=O)C(c2ccccc2)c2ccccc2)c(C)c1	8	-1%	6	-10	-1.0%	-0.1	-1	-2	-7
50	O=C(O)CC1(CC(=O)Nc2ccc3sccc3c2)CCCCC1	-6	5%	3	3	0.1%	0.5	0	2	1

High-throughput results: PubChem BioAssay, National Center for Advancing Translational Sciences (NCATS)

A portion of the library, so the mix of outcomes need not match the whole.
